# Bioassay records (PubChem BioAssay)
# GCN5L2 inh: qHTS Assay for Inhibitors of GCN5L2; hit rate 0.21% among 390,000; AID 504327, 2011; Potency, µM (top dose mostly 58.9 µM), inactives show at the highest dose activity change, negative = inhibition, actives largely listed as inhibitors; Histone acetyltransferase KAT2A (Homo sapiens), Q92830; GCN5L2 HAT assay, ThioGlo1 CoA-SH fluorescence
# Target sequence (Q92830 whole entry, looked up): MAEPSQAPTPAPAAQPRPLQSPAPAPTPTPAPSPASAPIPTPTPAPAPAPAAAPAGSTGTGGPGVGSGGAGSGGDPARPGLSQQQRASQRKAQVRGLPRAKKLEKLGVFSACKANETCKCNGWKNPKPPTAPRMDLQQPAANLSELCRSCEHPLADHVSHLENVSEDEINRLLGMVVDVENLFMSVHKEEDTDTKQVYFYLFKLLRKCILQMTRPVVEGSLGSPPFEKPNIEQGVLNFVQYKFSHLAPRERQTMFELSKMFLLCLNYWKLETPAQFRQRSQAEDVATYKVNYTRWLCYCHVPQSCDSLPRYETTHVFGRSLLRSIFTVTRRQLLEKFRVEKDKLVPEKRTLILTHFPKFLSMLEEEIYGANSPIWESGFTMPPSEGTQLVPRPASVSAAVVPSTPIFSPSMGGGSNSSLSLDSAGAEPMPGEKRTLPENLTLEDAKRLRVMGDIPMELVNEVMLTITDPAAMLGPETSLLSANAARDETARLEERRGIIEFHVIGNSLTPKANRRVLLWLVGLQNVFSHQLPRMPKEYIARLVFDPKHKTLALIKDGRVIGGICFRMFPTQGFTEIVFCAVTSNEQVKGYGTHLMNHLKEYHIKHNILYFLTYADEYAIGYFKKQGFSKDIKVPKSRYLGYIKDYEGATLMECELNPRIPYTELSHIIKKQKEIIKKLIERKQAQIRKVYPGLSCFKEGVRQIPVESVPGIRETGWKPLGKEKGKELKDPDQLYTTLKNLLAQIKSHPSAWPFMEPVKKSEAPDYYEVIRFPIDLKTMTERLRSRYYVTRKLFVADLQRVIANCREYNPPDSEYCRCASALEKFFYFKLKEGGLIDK
#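 Titration-based screen in which CoA formation is detected via maleimide probe ThioGlo1 (50uM) turning fluorescent on thiol reaction; substrates H3(1-25) 75uM and acetyl-CoA 70uM, GCN5L2 20nM, 20 min incubation at room temperature.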
# TDP1 cell noCPT: qHTS for Inhibitors of human tyrosyl-DNA phosphodiesterase 1 (TDP1): qHTS in cells in absence of CPT. Potency, µM (titrated, usually from 46.2 µM), for inactives: at the top dose activity change, negative = growth inhibition, most hits filed as inhibitors. hit rate 15% among 420,000. DT40 Tdp1-/- hTDP1 cells, no CPT, ATP luminescence, 48 h; further: nearly all actives have a fitted effect of over 55% in size
#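 Camptothecin absent (DMSO only). Human TDP1-complemented DT40 knockout cells, 400 cells/well, 37 °C for minimum 48 hr; ATP measured via CellTiter-Glo, 30 min dark incubation, luminescence.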
# TDP1 cell CPT: qHTS for Inhibitors of human tyrosyl-DNA phosphodiesterase 1 (TDP1): qHTS in cells in presence of CPT. chicken DT40 Tdp1-/-;hTDP1 cells + 20 nM CPT, ATP luminescence, 48 h. Potency, µM (series often up to 46.2 µM), for inactives: top-dose activity change, negative = growth inhibition, hits mostly inhibitors. hit rate 12% among 420,000; further: nearly all actives have a fitted effect of over 55% in size
#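 Chicken DT40 Tdp1-/- cells complemented with human TDP1, 400 cells/well, exposed to compounds plus 20 nM camptothecin for at least 48 h at 37 C; viability read as ATP content by CellTiter-Glo luminescence.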
# * marks the source's active call; other numbers are inactive results; u = inconclusive; x = not tested or not shown; & = joins results of further samples. The call rests on the fitted dose curve; in most records, active means well fitted curve in the direction sought with a large enough effect; inconclusive means small, poorly fitted or top-dose-only effect, or another doubt; inactive means no such curve, though single readings can be large; an effect the other way counts as inactive or inconclusive. On the % scale 0 is the no-effect control and ±100 the full control effect; potency means the concentration at half of the fitted maximal effect. Only part of the results is shown, so the mix of outcomes need not match the whole.
SMILES,GCN5L2 inh,TDP1 cell noCPT,TDP1 cell CPT
CCCCCCCCCCCC1N=C(N)NC(CCCO)=C1C(=O)OC (centres undefined),x,3.66µM*,5.8µM*
Cc1cc(C)cc(C(=O)NC2C(=O)N3C(C(=O)O)=C(CSc4nnc(C)s4)CSC23)c1 (centres undefined),-9.8%,7.6%,-8.0%
CN(C)CCOC(=O)c1ccc2c(c1)S(=O)(=O)c1ccccc1C2=O,26.0%,-3.1%,14.4%
CCOc1cccc(-c2cc(C(=O)N3N=C(C)CC3(O)C(F)F)c3ccccc3n2)c1 (centres undefined),-11.0%,u,15.9%
CCOc1cc2c(C#N)c(N3CCCC3)nc(N)c2c(N)n1,x,-8.1%,-10.6%
O=C(C1=C(O)C(=O)N(CCN2CCOCC2)C1c1ccc(Cl)cc1)c1cc2ccccc2o1 (centres undefined),-9.8%,-22.1%,-1.3%
N#C/C(=C/c1cccc([N+](=O)[O-])c1)C(=O)Nc1ccccc1O,-2.2%,u,3.66µM*
COc1ccc(NC(=O)c2ccc(S(=O)(=O)N(C)c3ccccc3)cc2)cc1S(=O)(=O)N1CCOCC1,x,14.6µM*,23.1µM*
COc1ccc2ccccc2c1CNC(C)CCc1ccccc1 (centres undefined),-14.7%,u,9.2µM*
O=C(NNC(=O)c1cc(Cl)ccc1[N+](=O)[O-])c1csc(N2CCOCC2)n1,-0.7%,-8.4%,-2.4%
CCC(=O)N(Cc1cc(=O)[nH]c2ccccc12)c1ccccc1OC,2.8%,-6.1%,u
COc1ccc(OC)c(C(=O)Cn2cnc3ccccc3c2=O)c1,0.5%,-30.0%,-9.9%
COc1cccc(NC(=O)C2CCCCC2)c1,-2.8%,11.7%,-4.7%
CC(C)(C)c1ccc(C(=O)Nc2ccc([N+](=O)[O-])cn2)cc1,1.4%,u,-3.5%
CCOc1ccc(C=Nc2ccc(/C=C/c3ccnc4ccccc34)cc2)cc1OCC,x,10µM*,15.8µM*
CCOc1cc(-c2nc3ccccc3s2)ccc1O,-7.4%,-20.3%,8.8%
c1ccc(-c2cnnc(-c3ccccn3)n2)cc1,x,u,-30.0%
Cc1cccc(N2CCN(C(=S)Nc3ccc4nc(N5CCOCC5)cc(C)c4c3)CC2C)c1 (centres undefined),-3.0%,-11.0%,-8.7%
O=C(Nc1ccc2ccccc2c1)OC1CCS(=O)(=O)C1 (centres undefined),x,-21.8%,6.6%
CSc1cccc(-n2ccc(=O)c(C)c2C)c1,-1.5%,-9.1%,-3.1%
N#C/C(=C\c1ccc(OCc2ccc(C(=O)O)cc2)cc1)C(=O)N1CCOCC1,-9.8%,-3.8%,-26.0%
Cn1c(CSc2nc3ccccc3n2C)nc2ccccc21,-3.5%,-11.8%,-23.1%
Cc1cc(/C(N)=N/OC(=O)c2cccc(Cl)c2)no1,-11.8%,-11.1%,7.2%
O=c1[nH]c2ccccc2cc1CN(CC1CCCO1)S(=O)(=O)c1ccc(Cl)cc1 (centres undefined),0.6%,u,-1.6%
COc1ccc2nc(Nc3sc4c(c3C(N)=O)CCCC4)sc2c1,-9.8%,u,16.4µM*

# Next part; it opens with the 4 that closed the last part.
SMILES,GCN5L2 inh,TDP1 cell noCPT,TDP1 cell CPT
Cn1c(CSc2nc3ccccc3n2C)nc2ccccc21,-3.5%,-11.8%,-23.1%
Cc1cc(/C(N)=N/OC(=O)c2cccc(Cl)c2)no1,-11.8%,-11.1%,7.2%
O=c1[nH]c2ccccc2cc1CN(CC1CCCO1)S(=O)(=O)c1ccc(Cl)cc1 (centres undefined),0.6%,u,-1.6%
COc1ccc2nc(Nc3sc4c(c3C(N)=O)CCCC4)sc2c1,-9.8%,u,16.4µM*
CCC(Oc1ccccc1)C(=O)Nc1ccccc1N1CCCC1 (centres undefined),-4.8%,u,u
Cc1ccc(Cl)cc1N1CCN(S(=O)(=O)c2ccc3c(c2)OCCO3)CC1,-4.0%,-18.7%,-25.9%
Cc1cccc(-c2nc(SCC(=O)N3CCc4ccccc43)c3c(=O)n(C)c(=O)n(C)c3n2)c1,-11.2%,2.7%,10.1%
CN(C)Cc1ccccc1-c1ccc2ncnc(NCc3ccccc3)c2c1,-6.1%,-21.0%,u
O=C(/C=C/c1ccccc1Cl)NNC(=O)c1ccncc1,-15.3%,-1.4%,7.3%
Cc1ccccc1CNC(=O)Cn1nc(C)c2nn(-c3ccc(Cl)cc3)c(C)c2c1=O,-3.2%,u,u
Cc1cc(N2CCN(c3ccc([N+](=O)[O-])c4cccnc34)CC2)c2ccccc2n1,-3.4%,5.8µM*,8.2µM*
Nc1ncc2[nH]c(N)nc2n1,x,6.8%,22.2%
CCOC(=O)C(Cc1ccc(O)cc1)NC(=O)CNC(=O)C(CC(C)C)NC(=O)OC(C)(C)C (centres undefined),-0.1%,-16.6%,-2.4%
COC(=O)c1ccc(CSc2nnnn2-c2ccccc2)o1,-4.7%,-21.9%,-2.9%
Clc1ccc2c(SCC3CO3)c3ccccc3nc2c1 (centres undefined),x,1.16µM*,0.461µM*
Cc1ccc(C(=O)N2CCC(C(N)=O)CC2)cc1NC(=O)c1nsc2ccccc12,-8.2%,u,u
C#CCSc1nc(C)cc(C(=O)OCC)c1C#N,-2.4%,-7.0%,4.3%
OCCN1CCN(c2ncnc3c2ncn3[C@H]2CN(Cc3cccnc3)C[C@@H](CO)O2)CC1,x,-1.7%,6.7%
CCc1ccc(NC(=O)Cn2c(=O)n(CCc3ccccc3)c(=O)c3sc4ccccc4c32)cc1,-3.2%,u,u
O=C(Nc1cccc(-c2ccc(F)cc2)c1)C1CCCN(C(=O)c2cscn2)C1 (centres undefined),-19.6%,u,13µM*
CC1(C)CC(=O)C=C(c2ccc(OC(F)(F)F)cc2)C1,-8.4%,-14.4%,u
COc1cccc(CNC(=O)Cn2c(=O)n3nc(-c4cccc(C)c4)nc3c3ccccc32)c1,2.6%,14.6µM*,16.4µM*
CC(C)c1ccc(N2C(=O)C3C4C=CC(CC4)C3C2=O)cc1 (centres undefined),0.7%,u,-28.4%
Cc1c(C(=O)N2CCN(S(C)(=O)=O)CC2)oc2ccccc12,0.6%,4.4%,-28.1%
CN(C)C(=O)c1ccc(NC(=O)CSc2nnc(-c3cccs3)n2N)cc1,-9.8%,-4.4%,0.3%
CCCNC(=O)CNC(=S)N(Cc1cc(OC)c(OC)c(OC)c1)C1CCCC1,-4.7%,-2.8%,-16.7%
CC1CN(c2ccc(C(=O)c3ccccc3C(=O)O)cc2[N+](=O)[O-])CC(C)O1 (centres undefined),-9.6%,-25.1%,-1.5%
CC(C)(C)OC(=O)NCCCCCNC(=O)c1ncn(Cc2ccccc2)c1C(=O)NCCCCCNC(=O)OC(C)(C)C,-5.3%,16.4µM*,u
CC(C)CNC(=S)N1CCN(C(c2ccccc2)c2ccccc2)CC1,-6.4%,-8.5%,2.2%

# Record cards, as listed above:
# COc1ccc2ccccc2c1CNC(C)CCc1ccccc1 (centres undefined) is listed as GCN5L2 inh: -14.7%; TDP1 cell noCPT: u; TDP1 cell CPT: 9.2µM*
# Cc1cc(N2CCN(c3ccc([N+](=O)[O-])c4cccnc34)CC2)c2ccccc2n1 is listed as GCN5L2 inh: -3.4%; TDP1 cell noCPT: 5.8µM*; TDP1 cell CPT: 8.2µM*

# (further entries)
SMILES,GCN5L2 inh,TDP1 cell noCPT,TDP1 cell CPT
COc1ccc(C2=NN(CC(=O)Nc3ccccc3C)C(=O)CC2)cc1,0.3%,-13.0%,-14.1%
COc1ccc(CC2(CO)CCN(Cc3ccc4nsnc4c3)CC2)cc1,-7.1%,u,u
COc1ccc(NC(=O)CC2C(=O)N(Cc3ccccc3)C(=S)N2CCN2CCOCC2)cc1 (centres undefined),-12.9%,u,u
COc1ccc(N2CCN(CC(O)COc3ccccc3C(C)(C)C)CC2)cc1 (centres undefined),-22.2%,u,u
CCc1ccc(C(=O)N2CCC(c3nc(-c4ccc(S(=O)(=O)N5CCCC5)cc4)no3)CC2)cc1,0.2%,20.6µM*,u
O=C1CCCN1CCCNc1nc(NCc2ccccc2)nc2ccsc12,x,18.4µM*,18.4µM*
O=c1[nH]c2cc3c(cc2cc1CN(CCCO)Cc1nnnn1Cc1ccc(F)cc1)OCO3,-12.2%,11.6µM*,u
C[C@H](CO)N1C[C@H](C)[C@H](CN(C)Cc2ccncc2)Oc2ncc(Br)cc2C1=O,x,-0.7%,4.2%
Cc1cccc(C)c1NC(=O)CN1CCCC1,-9.4%,5.2%&1.9%,2.8%&7.6%
COC(=O)C[C@@H]1C=C[C@@H](NS(=O)(=O)c2ccccc2OC)[C@@H](CO)O1,x,11.4%,3.5%
CCOCN(C(=O)Cn1cnc2cc(C)c(C)cc21)c1c(C)cccc1CC,-9.1%,16.4µM*,20.6µM*
CCN(CC)c1ccc(NC(=O)Cn2nnc(-c3cccc(OC)c3OC)n2)c(C)c1,-8.8%,u,u
COc1cc(NC(=O)CSc2nc(=O)n(CCCN3CCOCC3)c3c2CCC3)cc(OC)c1,-5.7%,-17.9%,u
CC1CC(NC(=O)Cc2ccc(Br)cc2)CC(C)(C)C1 (centres undefined),-8.9%,u,16.4µM*
COc1ccc(-c2csc(C(C)(O)c3ccc(F)c(F)c3)n2)cn1 (centres undefined),x,u,u
CCCCOc1cccc(C(=O)N2CCN(CCc3ccncc3)CC2)c1,0.6%,u,u
CNC(=O)c1ccccc1NC(=O)c1ccc(C)c(S(=O)(=O)N2CCCCC2)c1,-5.3%,u,u
Cc1cc(C)cc(CC(=O)N2CCC2(C)C(=O)NS(=O)(=O)c2ccc(C(C)(C)C)cc2)c1 (centres undefined),x,-9.4%,-22.5%
Cc1cccc(NC(=O)CNC(=O)c2ccc3c(c2)OCO3)n1,-5.1%,-10.0%,-6.5%
COc1cc(N(C)C)c([N+](=O)[O-])cc1C(=O)NC(C)CNc1ccc([N+](=O)[O-])cc1Cl (centres undefined),-4.0%,u,-17.8%
Cn1c(C(=O)NCCN2CCN(Cc3ccccc3)CC2)cc2c(=O)n(C)c3ccccc3c21,-4.9%,23.1µM*,23.1µM*
O=C(COC(=O)C1CCN(S(=O)(=O)c2ccc3c(c2)OCCO3)CC1)NC1CCCCC1,-1.7%,-6.5%,-11.3%
CC(C)CNC1=CC(=O)CC(c2ccco2)C1 (centres undefined),-17.3%,-5.0%,-25.7%
COc1ccc(NC(=O)C2CCC(CNS(=O)(=O)c3ccc(Br)s3)CC2)c(OC)c1 (centres undefined),-4.5%,u,18.4µM*
C=CC[C@H](CC(=O)OC(C)(C)C)C(=O)OC[C@@H]1CCCN1C(=O)[C@H](CC=C)CC(=O)N[C@H](CO)Cc1ccccc1,1.0%,u,25.9µM*
Cc1nc2scc(-c3ccc(Cl)cc3)c2c(=O)o1,0.0%,5.3%,-16.8%
COc1ccc2[nH]cc(CCNc3cc(-c4c(C)noc4C)ncn3)c2c1,-10.3%,u,u
C/C(CC(=O)Nc1cccc(F)c1)=N\NC(=O)C(=O)NC1CCCCC1,-0.8%,-22.7%,-14.6%
CC(C)(C)NC(=O)C1c2ccccc2OCC(=O)N1Cc1ccco1 (centres undefined),x,16.0%,-14.2%
O=S(=O)(Nc1ncccn1)c1ccc(NC(=S)N2CCN(Cc3ccc(F)cc3Cl)CC2)cc1,u,5.3%,3.3%
CC1=C(C(=O)Nc2ccccc2C)C(c2cccnc2)n2nc(CCCO)nc2N1 (centres undefined),-22.6%,5.8%,-0.8%
COc1ccc(-c2cnc3c(NC(C)=O)cc(-c4ccc(C(=O)N5CCOCC5)cc4)cn23)cc1OC,x,23.1µM*,u
CC(C)C(C)NC(=O)COC(=O)C1CCN(S(=O)(=O)c2ccc3c(c2)OCCO3)CC1 (centres undefined),3.2%,-0.1%,7.3%
O=C(CN1CCN(Cc2ccc(F)cc2Cl)C1=O)NCCCN1CCOCC1,-2.6%,-2.1%,-6.6%

# Reprinted at random: 2 compounds from above.
SMILES,GCN5L2 inh,TDP1 cell noCPT,TDP1 cell CPT
OCCN1CCN(c2ncnc3c2ncn3[C@H]2CN(Cc3cccnc3)C[C@@H](CO)O2)CC1,x,-1.7%,6.7%
Cc1cccc(NC(=O)CNC(=O)c2ccc3c(c2)OCO3)n1,-5.1%,-10.0%,-6.5%
